GSH bead fluor – GSH bead compound fluorescence profile | 190,000 compounds, 0.25% hits | GSH beads flow cytometry, compound fluorescence 488/530 nm; stronger effect = higher value | fluorescence (KMESF) at 10 µM; in the data active means fluorescence above about 89;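 further: glutathione beads carrying GST-tagged Bcl family fusion proteins plus one bare bead set; values are compound well signal with DMSO vehicle wells as background; inactives centre near 16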
Avidin fluor – avidin bead compound fluorescence profile; Avidin beads, compound fluorescence 488/530 nm, flow cytometry; stronger effect = higher value; fluorescence (KMESF) at 10 µM; 220,000 compounds, 0.38% hits; AID 1775; in the data active means fluorescence above about 47; further: inactives centre near 10
Mcl1-Noxa inh – Mcl-1/Noxa interaction inhibition. 220,000 compounds, 1.5% hits. Q07820. inhibition, % at 21.7 µM. TR-FRET Mcl-1/Noxa peptide binding, 2 h. AID 1022;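 active means compounds that cut the protein-peptide binding signal by more than 50% relative to plate controls in a single-dose test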;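 further: His-tagged Mcl-1 with rhodamine Noxa BH3 peptide and terbium anti-His antibody; 0% = Mcl-1 plus Noxa peptide wells and 100% = peptide-only wells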
Mcl-1 Bim block – disrupts Bim peptide binding to human Mcl-1; Q07820; Bead-based flow cytometry, Bim peptide-Mcl-1 binding; inhibition, % at 10 µM; 190,000 compounds, 0.1% hits; AID 1009; in the data active means inhibition above about 40%;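 further: 0% = no compound tracer wells and 100% = peptide blocker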
ABCB1 block – inhibitors of human ABCB1 transporter, ABCG2 counter-screen; P08183; CCRF-Adr cells, JC-1 efflux, flow cytometry; inhibition, % at 6.6 µM; 190,000 compounds, 0.067% hits; AID 1326; in the data active means inhibition above about 40%;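 further: 0% = vehicle and 100% = reference inhibitor; higher value means more JC-1 retained so stronger ABCB1 efflux block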
Mcl1 Bid PPI – disrupts binding of human Mcl-1 to Bid peptide; Q07820; TR-FRET Mcl-1/Bid-Dy647 peptide binding, 1536-well; inhibition, % at 21.7 µM; 220,000 compounds, 0.97% hits;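 active means compounds that cut the binding signal by more than half at the single screening dose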;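 further: His-tagged Mcl-1 with europium anti-His antibody binding Bid BH3 peptide; 0% = Mcl-1 plus peptide wells and 100% = peptide-only wells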
RGS8-Gao reg – regulators of human RGS8-Galphao interaction; P09471; multiplexed bead flow cytometry, RGS8-Galphao binding; actives lie on both sides; response (percent of control binding), % at 10 µM; 220,000 compounds, 0.34% hits; AID 1423; in the data active means response below about 60% or above about 140%; inactive means in between;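 further: Galphao activated as the GDP aluminium fluoride complex binding bead-coupled RGS8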
Target sequence (P09471 whole entry, looked up): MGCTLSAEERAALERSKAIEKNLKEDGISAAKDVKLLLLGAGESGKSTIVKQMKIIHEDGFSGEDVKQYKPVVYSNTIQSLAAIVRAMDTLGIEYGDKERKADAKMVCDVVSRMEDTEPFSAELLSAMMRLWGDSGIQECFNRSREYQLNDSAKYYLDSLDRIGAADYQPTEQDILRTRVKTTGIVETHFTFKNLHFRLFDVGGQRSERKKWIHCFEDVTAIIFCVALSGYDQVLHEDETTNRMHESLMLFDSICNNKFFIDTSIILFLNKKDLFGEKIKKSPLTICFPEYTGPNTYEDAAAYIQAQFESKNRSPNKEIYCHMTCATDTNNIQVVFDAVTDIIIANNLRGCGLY
RGS7-Gao reg – modulates binding of RGS7 to human Galphao. binding response (% of control), % at 10 µM. Multiplexed bead flow cytometry; actives lie on both sides. P09471. 220,000 compounds, 0.35% hits. AID 1439; in the data active means binding response below about 49% or above about 150%; inconclusive means no clear call, values can overlap the other calls; inactive means in between;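 further: fluorescent Galphao held in activated GDP-AlF4 state binding bead-coupled RGS7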
Pf gamet viab – kills late stage P. falciparum gametocytes; P. falciparum stage V gametocytes, ATP luminescence, 24 h; inhibition, % at 10.9 µM; 150,000 compounds, 0.065% hits; AID 743093;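 active means inhibition above the mean plus 3 SD of compounds within the control limits, set per campaign, cut at about 38% in these data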;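 further: 0% = DMSO wells and 100% = medium only without gametocytes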
RGS4-Gao reg – modulates binding of RGS4 to human Galphao; AID 1415; binding response (% of control), % at 10 µM; P09471; Multiplexed bead flow cytometry; actives lie on both sides; 220,000 compounds, 0.33% hits; in the data active means binding response below about 49% or above about 150%; inactive means in between;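 further: fluorescent Galphao activated with aluminum fluoride binding bead-coupled RGS4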
ABCG2 inh – inhibitors of human ABCG2 transporter, ABCB1 counter-screen | Q9UNQ0 | IgMXP3 cells, JC-1 efflux, flow cytometry | inhibition, % at 6.6 µM | 190,000 compounds, 0.1% hits | AID 1325;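 active means inhibition above 80%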;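 further: 0% = DMSO and 100% = nicardipine control wells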
Target sequence (Q9UNQ0 whole entry, looked up): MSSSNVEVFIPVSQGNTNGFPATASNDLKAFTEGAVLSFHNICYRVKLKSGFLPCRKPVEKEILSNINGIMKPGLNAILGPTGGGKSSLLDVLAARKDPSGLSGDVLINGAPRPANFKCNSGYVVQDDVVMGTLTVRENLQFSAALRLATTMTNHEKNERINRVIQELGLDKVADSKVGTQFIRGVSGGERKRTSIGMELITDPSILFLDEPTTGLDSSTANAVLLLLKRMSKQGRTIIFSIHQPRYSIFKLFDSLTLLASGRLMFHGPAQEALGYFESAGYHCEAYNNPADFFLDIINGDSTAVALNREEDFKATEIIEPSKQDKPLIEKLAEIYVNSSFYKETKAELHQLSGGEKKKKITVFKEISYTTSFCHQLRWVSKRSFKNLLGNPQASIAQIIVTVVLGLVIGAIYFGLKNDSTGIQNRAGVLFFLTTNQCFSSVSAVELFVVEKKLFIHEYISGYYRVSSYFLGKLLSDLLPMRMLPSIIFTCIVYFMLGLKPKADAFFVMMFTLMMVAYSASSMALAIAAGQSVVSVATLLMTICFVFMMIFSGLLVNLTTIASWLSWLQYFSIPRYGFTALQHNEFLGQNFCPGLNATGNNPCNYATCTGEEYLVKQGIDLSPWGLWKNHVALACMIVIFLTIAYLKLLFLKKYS
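Test system: ABCG2 IgMXP3 and barcoded ABCB1 CCRF-Adr cell mix; Schedule: cells with compound and JC-1, 10 min at 25 °C, rotating, no wash; Technique: flow cytometry of retained JC-1 fluorescence; Measure: % inhibition of efflux relative to nicardipine and DMSO; Controls: nicardipine high and DMSO low controls.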
* marks the source's active call; other numbers are inactive results; ? = inconclusive; nt = no result given.

SMILES	GSH bead fluor	Avidin fluor	Mcl1-Noxa inh	Mcl-1 Bim block	ABCB1 block	Mcl1 Bid PPI	RGS8-Gao reg	RGS7-Gao reg	Pf gamet viab	RGS4-Gao reg	ABCG2 inh
C=CCC1(O)C(=O)N2C(=C1C(=O)OCC)c1ccc3ccccc3c1CC2(C)C (centres undefined)	9	10	6	-1	1.7	-7	103	100	nt	104	6
O=S(=O)(c1ccc2c(c1)CCCN2)N1CCCC2CCCCC21 (centres undefined)	nt	7	13	nt	nt	-20	105	?	nt	99	nt
COc1cc(OC)c(/C=N/n2c(C)nnc2C)c(OC)c1	12	6	12	-1	nt	-16	104	101	nt	104	1
N/C(COc1cc(Cl)cc(Cl)c1)=N\O	nt	7	5	nt	nt	-38	95	?	-8	93	nt
O=C(NCCc1ccccn1)/C(=C/c1ccco1)NC(=O)c1ccccc1	17	12	9	-2	-0.1	-57	107	103	-27	102	0
CCCOc1ccc(C(=O)CCNc2cccc(Cl)c2)cc1	22	5	1	0	-0.6	-14	100	89	nt	98	2
Cc1cccc(NC(=S)NCC(c2cccnc2)N(C)C)c1C (centres undefined)	18	13	-6	-3	1.0	-53	98	100	nt	99	6
CCOC(=O)N1CCN(C(=O)c2cccc(F)c2)CC1	14	8	16	1	0.2	-20	100	95	6	101	2
Cc1nc(N2CCCCC2)c2ccsc2n1	23	26	24	-5	0.4	35	102	103	-6	100	23
O=C1CN(C(=O)c2cc3ccccc3o2)c2ccccc2N1	15	6	1	-1	0.9	-10	96	100	-12	98	10
COC(=O)C1=C(C)OC(N)=C(C#N)C1c1cc(C)sc1C (centres undefined)	273*	7	-1	-1	-0.1	-63	108	112	nt	104	0
CC(C)[C@H](NS(=O)(=O)/C=C/c1ccccc1)C(=O)OCC(=O)NC(N)=O	nt	15	7	nt	nt	-3	100	?	-13	103	nt
C=CCNc1nc(Cl)nc(Nc2ccc([N+](=O)[O-])cc2)n1	58	28	44	-3	-0.4	-15	100	103	nt	105	2
CCCCOC(=O)c1ccc(Nc2ncnc3nc[nH]c23)cc1	18	4	-11	-2	-2.4	-10	94	95	nt	93	-4
CCc1nnc(NC(=O)C2CCN(S(=O)(=O)c3ccc(C)cc3)CC2)s1	14	12	8	-1	-0.2	-3	104	109	12	105	-2
COC(=O)c1cn(NC(=O)C2CCCO2)c(=O)c2ccccc12 (centres undefined)	19	19	-4	-3	0.0	-4	91	95	nt	95	-1
Cn1c(SCC#N)nnc1-c1ccc2c(c1)OCO2	17	8	-2	0	0.1	-2	99	92	2	89	1
CCC(=O)Nc1ccc(-c2nnc(SCC(=O)N3CCCCC3)n2C)cc1	36	15	13	-8	3.6	4	101	99	nt	98	15
Cn1cc(C(=O)N/N=C/c2cccc([N+](=O)[O-])c2)c2ccccc21	nt	11	27	nt	nt	-1	99	?	-13	102	nt
CCOC(=O)C1=C(C)C(c2ccccc2O)NC(=O)N1 (centres undefined)	26	31	-6	-5	0.4	-6	103	100	nt	101	3
O=C1/C(=C\c2cccnc2)CCc2ccccc21	26	33	13	-5	1.6	-1	101	98	nt	102	52
CC(C)n1c(NCc2c[nH]c3ccccc23)nc2ccccc21	22	36	10	-5	3.0	-25	99	102	-7	96	45
O=C(Nc1cccc(S(=O)(=O)NC2=NCCC2)c1)C1CC(=O)N(c2ccc3c(c2)OCCO3)C1 (centres undefined)	12	11	20	0	0.1	-6	101	99	14	101	-1
NC(=O)CC[C@@H]1NC(=O)[C@H](CO)NC(=O)c2cc([N+](=O)[O-])cc(I)c2NCC[C@@H](C(N)=O)NC1=O	15	7	22	-1	-0.4	4	96	102	-29	104	0
Cc1ccc(S(=O)(=O)Nc2cccc(Oc3cnccn3)c2)cc1	13	9	12	0	1.0	-21	97	98	-5	83	3
O=C(CNC(=O)c1cccs1)NCCN1CCN(c2ccccc2F)CC1	26	5	0	-4	0.5	-17	102	96	15	100	2
Cc1oc2c(CN3CCOCC3)c(O)ccc2c(=O)c1-c1ccc(Br)cc1	11	19	3	-3	0.1	-13	106	100	nt	104	1
CCn1c(=O)c2c(O)cc(=O)oc2c2ccccc21	10	13	-156	-2	0.3	-51	95	87	nt	92	1
COc1cccc(/C(O)=C2\C(=O)C(=O)N(c3ccccn3)C2c2ccccc2OC)c1 (centres undefined)	23	9	-9	-9	0.0	-23	98	102	nt	101	2
Cc1nnc(NC(=O)CSc2nnc3scc(-c4ccc(C)c(C)c4)n23)s1	38	1	-1	-3	0.1	-7	89	91	nt	84	0

For reference, some entries already given.
SMILES	GSH bead fluor	Avidin fluor	Mcl1-Noxa inh	Mcl-1 Bim block	ABCB1 block	Mcl1 Bid PPI	RGS8-Gao reg	RGS7-Gao reg	Pf gamet viab	RGS4-Gao reg	ABCG2 inh
CCOC(=O)C1=C(C)C(c2ccccc2O)NC(=O)N1 (centres undefined)	26	31	-6	-5	0.4	-6	103	100	nt	101	3
O=C1/C(=C\c2cccnc2)CCc2ccccc21	26	33	13	-5	1.6	-1	101	98	nt	102	52
CC(C)n1c(NCc2c[nH]c3ccccc23)nc2ccccc21	22	36	10	-5	3.0	-25	99	102	-7	96	45
O=C(Nc1cccc(S(=O)(=O)NC2=NCCC2)c1)C1CC(=O)N(c2ccc3c(c2)OCCO3)C1 (centres undefined)	12	11	20	0	0.1	-6	101	99	14	101	-1
NC(=O)CC[C@@H]1NC(=O)[C@H](CO)NC(=O)c2cc([N+](=O)[O-])cc(I)c2NCC[C@@H](C(N)=O)NC1=O	15	7	22	-1	-0.4	4	96	102	-29	104	0
Cc1ccc(S(=O)(=O)Nc2cccc(Oc3cnccn3)c2)cc1	13	9	12	0	1.0	-21	97	98	-5	83	3
O=C(CNC(=O)c1cccs1)NCCN1CCN(c2ccccc2F)CC1	26	5	0	-4	0.5	-17	102	96	15	100	2
Cc1oc2c(CN3CCOCC3)c(O)ccc2c(=O)c1-c1ccc(Br)cc1	11	19	3	-3	0.1	-13	106	100	nt	104	1
CCn1c(=O)c2c(O)cc(=O)oc2c2ccccc21	10	13	-156	-2	0.3	-51	95	87	nt	92	1
COc1cccc(/C(O)=C2\C(=O)C(=O)N(c3ccccn3)C2c2ccccc2OC)c1 (centres undefined)	23	9	-9	-9	0.0	-23	98	102	nt	101	2
Cc1nnc(NC(=O)CSc2nnc3scc(-c4ccc(C)c(C)c4)n23)s1	38	1	-1	-3	0.1	-7	89	91	nt	84	0

Continued.
SMILES	GSH bead fluor	Avidin fluor	Mcl1-Noxa inh	Mcl-1 Bim block	ABCB1 block	Mcl1 Bid PPI	RGS8-Gao reg	RGS7-Gao reg	Pf gamet viab	RGS4-Gao reg	ABCG2 inh
O=S(=O)(Cc1ccccc1)c1ccccc1-c1nnc(-c2ccccc2)o1	21	13	9	4	0.6	-2	103	107	4	104	5
COc1ccc(CC(=O)Nc2cccc3ncccc23)cc1OC	16	11	23	-2	0.6	-25	100	98	nt	100	3
Cc1ccccc1OCC(=O)N/N=C/c1ccc(Sc2nc3ccccc3s2)o1	57	11	-1	0	0.8	-34	102	101	14	106	5
O=[N+]([O-])c1nn(-c2ccc3c(c2)OCCO3)n(O)c1=NCc1ccc(F)cc1Cl	21	5	10	-3	5.3	-17	101	96	-34	101	20
COc1ccc(NC(=O)CSc2nnc(-c3ccccn3)n2N)cc1Cl	44	6	4	-1	0.9	0	101	104	nt	104	0
COc1ccc(CN(CCC(c2ccccc2)c2ccco2)C(=O)c2ccco2)cc1 (centres undefined)	17	9	10	-5	1.5	-65	102	88	14	92	-2
Cc1c(C(c2cc3c(cc2Br)OCO3)c2c(C)n(C)n(-c3ccccc3)c2=O)c(=O)n(-c2ccccc2)n1C	23	14	-17	-4	1.1	-4	103	102	nt	105	1
CCOC(=O)c1c(-c2ccc(-c3ccccc3)cc2)csc1NC(=O)C1C2CCC(O2)C1C(=O)O (centres undefined)	56	24	56*	-6	0.4	25	101	110	-21	103	0
COc1cccc(C(=O)NC(=S)N2CCN(c3ccc(C(F)(F)F)cc3[N+](=O)[O-])CC2)c1	10	12	22	-6	7.3	-17	97	95	7	96	18
CCOCCCNC(=O)C(NC(=O)c1ccc2c(c1)OCO2)c1ccccc1 (centres undefined)	16	27	20	-4	0.2	-14	99	?	7	108	3
NC(=O)c1ccc(Nc2nnc(-c3ccc(O)cc3)c3ccccc23)cc1	22	11	52*	-4	0.0	13	103	112	-4	104	-1
COCCn1nnnc1C(c1cc2cc(C)ccc2[nH]c1=O)N1CCN(C2CCCCC2)CC1 (centres undefined)	28	34	6	-8	-0.6	-2	102	102	-8	103	-8
O=C(c1ccc(S(=O)(=O)NCC2CCCO2)cc1)N1CCN(c2ccccc2F)CC1 (centres undefined)	14	8	-4	4	0.2	12	102	101	-29	102	4
O=C(O)C1CCCNC1 (centres undefined)	20	9	-3	5	0.7	6	103	104	nt	102	3
O=c1c2ccccc2nnn1Cc1ccccc1	nt	3	1	nt	nt	-12	96	?	12	91	nt

Whole records from above.
NC(=O)c1ccc(Nc2nnc(-c3ccc(O)cc3)c3ccccc23)cc1 across the screens: GSH bead fluor = 22; Avidin fluor = 11; Mcl1-Noxa inh = 52*; Mcl-1 Bim block = -4; ABCB1 block = 0.0; Mcl1 Bid PPI = 13; RGS8-Gao reg = 103; RGS7-Gao reg = 112; Pf gamet viab = -4; RGS4-Gao reg = 104; ABCG2 inh = -1
O=S(=O)(Cc1ccccc1)c1ccccc1-c1nnc(-c2ccccc2)o1 across the screens: GSH bead fluor = 21; Avidin fluor = 13; Mcl1-Noxa inh = 9; Mcl-1 Bim block = 4; ABCB1 block = 0.6; Mcl1 Bid PPI = -2; RGS8-Gao reg = 103; RGS7-Gao reg = 107; Pf gamet viab = 4; RGS4-Gao reg = 104; ABCG2 inh = 5

The list continues:
SMILES	GSH bead fluor	Avidin fluor	Mcl1-Noxa inh	Mcl-1 Bim block	ABCB1 block	Mcl1 Bid PPI	RGS8-Gao reg	RGS7-Gao reg	Pf gamet viab	RGS4-Gao reg	ABCG2 inh
CC(=O)NC(=S)Nc1ccc(NC(=S)NC(=O)/C=C/c2ccco2)cc1	nt	7	66*	nt	nt	44	100	?	-9	95	nt
CS(=O)(=O)N1CCC(C(=O)Nc2ccc3c(c2)OCCO3)CC1	28	10	-4	-2	0.5	-4	100	99	nt	101	1
O=c1c2ccccc2nc(SCc2cn3ccsc3n2)n1-c1ccccc1F	45	4	-12	0	18	-21	95	92	nt	99	30
O=C(COc1cccnc1[N+](=O)[O-])NCc1ccco1	17	10	-9	-1	0.1	-49	100	92	3	96	2
Cc1ccccc1C(=O)NNC(=O)Cc1ccccc1	48	4	11	0	-0.2	7	97	93	nt	90	-1
COc1ccccc1NS(=O)(=O)c1cc(C(=O)NCc2ccco2)ccc1C	21	13	-1	-1	0.2	-33	100	103	nt	104	0
CCCCOc1ccc(N2CC(C(=O)NCCc3ccc(OC)c(OC)c3)CC2=O)cc1 (centres undefined)	13	10	16	0	0.0	4	103	102	0	101	1

A few values from the list:
CC(=O)NC(=S)Nc1ccc(NC(=S)NC(=O)/C=C/c2ccco2)cc1 @ Pf gamet viab = -9
Cc1ccccc1C(=O)NNC(=O)Cc1ccccc1 @ Avidin fluor = 4

Source: PubChem BioAssay
